# Source: PubChem BioAssay
# DT40 TDP1 no CPT – qHTS for Inhibitors of human tyrosyl-DNA phosphodiesterase 1 (TDP1): qHTS in cells in absence of CPT; DT40 Tdp1-/- hTDP1 cells, no CPT, ATP luminescence, 48 h; Potency, µM (doses to about 46.2 µM), inactives show top-dose activity change, negative = growth inhibition, most hits filed as inhibitors; 420,000 compounds, 15% hits; AID 686978, 2013; also: nearly all actives have a fitted effect of over 55% in size
#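 Luminescent ATP content (CellTiter-Glo) served as the growth readout. Knockout chicken DT40 cells expressing human TDP1 were exposed to compounds without camptothecin for a minimum 48 hr at 37 °C.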
# KAT2A inh – inhibitors of human GCN5L2 histone acetyltransferase; GCN5L2 HAT assay, ThioGlo1 CoA-SH fluorescence; 390,000 compounds, 0.21% hits; Potency, µM (top dose mostly 58.9 µM), inactives show at the highest dose activity change, negative = inhibition, actives largely listed as inhibitors; AID 504327; Q92830
# Target sequence (Q92830 whole entry, looked up): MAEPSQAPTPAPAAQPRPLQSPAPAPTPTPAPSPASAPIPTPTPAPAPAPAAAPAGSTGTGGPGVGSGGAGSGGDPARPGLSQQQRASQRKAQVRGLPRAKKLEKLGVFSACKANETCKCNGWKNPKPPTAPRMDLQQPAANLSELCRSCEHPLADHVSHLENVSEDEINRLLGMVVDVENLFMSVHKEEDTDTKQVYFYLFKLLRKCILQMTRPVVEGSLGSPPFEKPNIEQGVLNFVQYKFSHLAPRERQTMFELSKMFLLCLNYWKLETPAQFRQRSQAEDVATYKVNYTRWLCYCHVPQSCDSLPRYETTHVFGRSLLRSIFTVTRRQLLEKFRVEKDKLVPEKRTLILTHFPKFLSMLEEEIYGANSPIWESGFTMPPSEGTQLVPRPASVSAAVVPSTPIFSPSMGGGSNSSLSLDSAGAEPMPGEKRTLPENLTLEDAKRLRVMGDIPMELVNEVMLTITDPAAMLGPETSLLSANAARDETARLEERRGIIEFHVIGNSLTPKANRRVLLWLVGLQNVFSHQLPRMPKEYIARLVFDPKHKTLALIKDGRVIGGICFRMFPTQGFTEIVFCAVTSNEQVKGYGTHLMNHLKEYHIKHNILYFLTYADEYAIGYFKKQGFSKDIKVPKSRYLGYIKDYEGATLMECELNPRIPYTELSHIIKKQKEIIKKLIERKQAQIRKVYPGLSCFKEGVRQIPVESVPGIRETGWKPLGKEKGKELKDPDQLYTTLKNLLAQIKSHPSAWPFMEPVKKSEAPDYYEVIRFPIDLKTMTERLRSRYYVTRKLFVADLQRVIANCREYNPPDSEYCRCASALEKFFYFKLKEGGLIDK
#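 GCN5L2 (20nM final) in 50mM HEPES, 0.1mM EDTA pH 7.5, 0.01% Tween-20 was preincubated 15 min at room temperature with compound, then given ThioGlo1 (50uM), H3(1-25) peptide (75uM) and acetyl-CoA (70uM); CoA-thiol fluorescence (Ex340/Em540) was read at 0 and 20 min.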
# TDP1 inh – blocks human tyrosyl-DNA phosphodiesterase 1 | Q9NUW8 | recombinant TDP1, AlphaScreen DNA substrate cleavage | Potency, µM (series often up to 130 µM), inactives show top-dose activity change, negative = inhibition, hits mostly inhibitors | 350,000 compounds, 0.28% hits | AID 485290; also: nearly all actives have a fitted effect of over 40% in size
#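 Recombinant human Tdp1 (E. coli-expressed, 1 nM final) preincubated with compounds 15 min at room temperature, then 5'-biotin/3'-phosphotyrosine-FITC DNA substrate (15 nM final) added for 5 min. AlphaScreen beads (10 ug/ml final) added 10 min; cleavage lowers signal.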
# Starred values were filed as active, the others as inactive; ? = inconclusive; nt = no result given; & = joins results of further samples; [ ] = remark or other dose. Calls follow the shape of the dose curve; as a rule, active = well fitted curve in the direction sought with a large enough effect; inconclusive = small, poorly fitted or top-dose-only effect, or another doubt; inactive = no such curve, though single readings can be large; an effect the other way counts as inactive or inconclusive. % is scaled to controls: 0 for no effect and ±100 for the full control effect; potency is read from the fitted curve at half-maximal effect. A portion of the library; rates above refer to the full screens.
# Every second line gives: DT40 TDP1 no CPT	KAT2A inh	TDP1 inh
> Nc1c(C(=O)CSc2nc3ccccc3o2)c(=O)[nH]c(=O)n1C1CC1
    ?	-7%	-5%
> COc1ccc(C(CC(=O)N2CCN(c3ccccc3)CC2)c2c(OC)cc(OC)c3ccc(=O)oc23)cc1 (stereo unspecified)
    ?	-3%	16%&0%
> CCOC(=O)c1sc(NC(=O)C2CC(=O)N(c3ccc(C)cc3)C2)nc1C (stereo unspecified)
    -36%	-10%	5%
> O=C(NC1CCCCC1)c1ccc(-n2cncn2)c([N+](=O)[O-])c1
    -27%	1%	1%
> CC(=O)c1ccc(S(=O)(=O)Nc2ccc(S(=O)(=O)N3CCCCC3)cc2)cc1
    3%	-7%	0%
> CC(C)C(=O)Nc1csc(C(F)(F)F)c1-c1ccccc1
    -22%	-4%	6%
> CCc1ccc(NC(=O)Cn2c(=O)n(CCCCC(=O)NCCc3ccc(Cl)cc3)c(=O)c3ccccc32)cc1
    ?	-6%	-4%
> CSCCC(NC(=O)c1ccc(C(C)(C)C)cc1)C(=O)O (stereo unspecified)
    1%	-3%	0%
> COc1ccc(N/C=C(\C#N)S(=O)(=O)c2ccc(OC)cc2)cc1
    ?	-7%	nt
> O=C(c1ccc(Cl)cc1)C1CCN(C(=O)C2CC2)CC1
    ?	14µM*	2%
> O=[N+]([O-])c1ccc2nc(SCc3ccccc3Cl)sc2c1
    ?	1%	8%
> CCOC(=O)c1ccc(Nc2cc(C)nc(C)c2C(=O)OCC)cc1
    18µM*	-2%	5%
> O=C(N/N=C/c1ccc(O)c(O)c1)c1cc(-c2ccccc2)nc2ccccc12
    ?	-11%	7%
> CCCC(=O)C1=C(O)C(C(=O)OC)C(C)(C)CC1=NC(C)C (stereo unspecified)
    -1%	-6%	5%
> COc1ccc(C2CC(=O)c3cnc(N4CCN(Cc5ccccc5)CC4)nc3C2)cc1 (stereo unspecified)
    23µM*	-5%	0%

# (more compounds)
# Every second line gives: DT40 TDP1 no CPT	KAT2A inh	TDP1 inh
> COc1cc(NS(=O)(=O)c2cc(C)ccc2OC)c(OC)cc1Cl
    ?	-7%	7%
> O=S(=O)(c1ccc2c(c1)OCCO2)N1CCC(c2nc3ccccc3[nH]2)CC1
    ?	-3%	5%
> Cc1cccc(NC(=O)c2cc(-c3ccc4c(c3)OCCO4)on2)c1
    ?	0%	-2%
> O=C(O)c1cccc(NC(=O)c2cc(-c3cccc(Cl)c3)nc3ccccc23)c1
    8%	-17%	-12%
> COc1ccccc1N1CCN(CC(=O)Nc2ccc(CN3CCCCC3)cc2)CC1
    -13%	-1%	-1%
> Cc1ccc(-n2nnnc2CNC(=O)C2CC(=O)N(c3ccccc3)C2)cc1C (stereo unspecified)
    9%&1%	-6%&-9%	1%&0%
> O=C(CNc1ccc2ccccc2c1)N/N=C/c1ccncc1
    1%	-1%	nt
> C=CCn1c(CCNC(=O)c2ccc(Cl)c(Cl)c2)nnc1SCCOc1ccc(OC)cc1
    26µM*	-8%	7%
> Cn1nc(C(F)(F)F)c(/C=N/OC(=O)c2ccccc2Cl)c1SCc1ccccc1Cl
    ?	?	-4%
> O=C(CCNC(=O)c1ccc(Cl)cc1)Nc1ccccc1N1CCCCC1
    ?	-3%	3%
> COc1ccc(C2C(C(=O)O)CCC(=O)N2c2ccc(C)cc2)cc1OC (stereo unspecified)
    1%	8%	2%
> COc1ccc2[nH]c3c(=O)n(Cc4ccco4)cnc3c2c1
    -29%	-6%	1%
> CS(=O)(=O)Nc1cccc(-c2cn3c(n2)SCC3)c1
    -12%	-4%	2%
> COCc1nnc(NC(=O)C23CC4CC(CC(C4)C2)C3)s1
    ?	-4%	5%
> CC(C)(C)c1cc(=O)[nH]c(SCc2ccccc2Cl)n1
    ?	-3%	0%

# The results go on:
# Every second line gives: DT40 TDP1 no CPT	KAT2A inh	TDP1 inh
> COc1ccc(N2CCc3c(C)nc(SC)nc32)cc1
    ?	-11%	0%
> CCc1ccc(NC(=O)Cn2c(=O)c(-c3ccccc3NC(C)=O)nc3ccccc32)cc1
    -20%	-8%	nt
> Cc1cc(Nc2cccc(C(F)(F)F)c2)nc2ccc(NC(=O)c3ccc(N(C)C)cc3)cc12
    4.6µM*	-3%	12%
> O=C(CC(=O)N/N=C\c1cccc(Cl)c1Cl)NCc1ccccc1
    ?	-1%	5%
> Cc1ccc(C)c(N2CCN(C(=O)CCCCCn3c(=O)[nH]c4ccccc4c3=O)CC2)c1
    ?	-12%	1%
> CCn1c(/C=C/N(C(C)=O)c2ccccc2)[n+](CCCS(=O)(=O)[O-])c2cc(Cl)c(Cl)cc21
    22%	-11%	7%
> COc1ccc(N/C=C\C(=O)c2ccc3c(c2)OCO3)cc1
    -28%	-11%	0%
> N#C/C(=C\c1ccc(OCc2ccc(Br)cc2)cc1)C(=O)Nc1cccc(C(=O)O)c1
    -5%	?	22µM*
> O=C(O)CC(Cc1ccc(Cl)cc1)C(=O)Nc1ccccc1 (stereo unspecified)
    11%	-1%	nt
> CCCCNc1ccc(C(CC(N)=O)NC(=O)c2ccccc2)cc1[N+](=O)[O-] (stereo unspecified)
    15µM*	1%	6%
> COc1ccc(-c2cccc(NC(=O)c3cccs3)c2)nn1
    ?	0%	-9%[0.505 µM]
> CCOc1cc(C(=O)N2CCN(c3ccccn3)CC2)cc(OCC)c1OCC
    -8%	3%	1%
> O=C(CCn1c(=S)oc2ccccc21)NC1CCCCC1
    20%	-13%	nt
> O=C(NCC(c1ccco1)N1CCc2ccccc21)c1ccccc1Br (stereo unspecified)
    ?	-3%	nt
> CN(C)CCNc1nc2sc3c(c2c(=O)n1-c1ccc(F)cc1)CCCCC3
    ?	-1%	-3%

# The list goes on:
smiles,DT40 TDP1 no CPT,KAT2A inh,TDP1 inh
[O-][n+]1c2c(nc3c1-c1ccccc1C3O)CCCC2 (stereo unspecified),nt,-11%,8%
Cc1noc(NS(=O)(=O)c2ccc(NC(=O)NC(C)(C(F)(F)F)C(F)(F)F)cc2)c1C,-13%,17%,nt
CC(C)C[C@H](N)c1cn([C@@H](Cc2cc3ccccc3[nH]2)C(=O)N2CCNCC2)nn1,2%,2%,4%
CC(=O)N1CCN(S(=O)(=O)c2cccc(C(=O)NCCC3=CCCCC3)c2)CC1,-19%,-3%,5%
CC1=C(C(=O)OCc2cc(C)on2)N2C(=O)[C@@H](NC(=O)OCc3cc(C)on3)[C@H]2SC1,-19%&-16%,-5%,-3%
C[C@@H]1C(=O)OC2C[C@@]34[C@H]5C[C@@H](C(C)(C)C)[C@@]36C(O)C(=O)O[C@H]6O[C@@]4(C(=O)O5)[C@]21O (stereo partly specified),nt,-19%,1%
O=C(CCNC(=O)c1ccc([N+](=O)[O-])cc1)NC1CCCCC1,-20%,-9%,nt
O=C(N1CCOCC1)N1CCN(S(=O)(=O)c2ccccc2)C1,-9%,-3%,2%
CN(C)C(=O)CN(c1ccc(F)c(Cl)c1)S(C)(=O)=O,-10%,-1%,-4%
COc1ccc(C(=O)N2CCC(C(=O)O)CC2)cc1,7%,1%,5%

# 3 structures out of the list, ordered by formula weight, ascending.
smiles,DT40 TDP1 no CPT,KAT2A inh,TDP1 inh
[O-][n+]1c2c(nc3c1-c1ccccc1C3O)CCCC2 (stereo unspecified),nt,-11%,8%
CC(=O)N1CCN(S(=O)(=O)c2cccc(C(=O)NCCC3=CCCCC3)c2)CC1,-19%,-3%,5%
Cc1noc(NS(=O)(=O)c2ccc(NC(=O)NC(C)(C(F)(F)F)C(F)(F)F)cc2)c1C,-13%,17%,nt

# Following part.
smiles,DT40 TDP1 no CPT,KAT2A inh,TDP1 inh
CC(C)Oc1ccc(C(=O)Nc2nc3c(s2)CC(C(C)(C)C)CC3)cc1 (stereo unspecified),13µM*,-6%,3%
O=C(NCc1cccc(Cl)c1)C1CCC(=O)N(CCCN2CCCC2=O)C1 (stereo unspecified),5%,-1%,3%[56.1 µM]
COc1ccc(-c2n(CC(=O)OC3CC(C)CCC3C(C)C)c3ccccc3[n+]2C)cc1 (stereo unspecified),0.41µM*,4%,3%
COCCn1c(=O)c(-c2ccc(F)c(F)c2)nc2cncnc21,-4%,-5%,nt
COc1cccc(NC(=O)c2oc3ccc(S(=O)(=O)N4CCC5(CC4)OCCO5)cc3c2C)c1,5.2µM*,-4%,8%
NC(=O)c1ccccc1OCC(=O)N1CCC(Cc2ccccc2)CC1,9.2µM*,-3%,2%
O=C(COC(=O)Cc1c(Cl)cccc1Cl)Nc1ccc(OC(F)(F)F)cc1,0%,-2%,0%
CC1(C)C(=O)N(CC(=O)Nc2ccc(Cl)cc2)c2ccccc21,-3%,-1%,10%
Cc1cccc(-n2c(Cc3cc(=O)[nH]c(=O)[nH]3)nnc2SCC(=O)NCC2CCCO2)c1 (stereo unspecified),2%,-1%,-1%
CC(C)C[C@H](NC(=O)c1nc[nH]c1C(=O)N1CCC(C)CC1)C(=O)OCc1ccccc1,-18%,-22%,7%

# The listing continues.
smiles,DT40 TDP1 no CPT,KAT2A inh,TDP1 inh
O=C(c1cccs1)N1CCN(c2ncc(C(F)(F)F)cc2Cl)CC1,?,-2%,-1%
N#C/C(=C\c1ccc(OCc2ccccc2)cc1)C(N)=O,23µM*,-12%,8%
Cn1nccc1C(=O)Nc1cccc(C(F)(F)F)c1,-6%,0%,3%
Clc1cccc(-n2ncc3c(NCCc4ccccc4)ncnc32)c1,?,-1%,-5%
CCNC(=O)OCCC12CC3CC(CC(C3)C1)C2,?,2%,0%
O=C(c1cccc(Cl)c1)N1CCN(C2CCCCC2)CC1,-9%,-16%,3%
Cc1nn(C)c(C)c1S(=O)(=O)N(CC(=O)NCCCN1CCC(C)CC1)c1ccc(C(C)C)cc1,7%,0%,0%
CCN(CC(=O)NCc1cccs1)C(=O)CCCOc1ccc(C(C)(C)C)cc1,?,-5%,-8%
CCOc1ccc(NC(=O)CCn2nc(C)c(S(=O)(=O)N3CCCCC3)c2C)cc1,?,-3%&13%,1%&4%
O=C(NNC(=O)c1ccccc1O)c1ccc(S(=O)(=O)Nc2ccccc2)cc1,16µM*,-7%,0%

# The list continues.
smiles,DT40 TDP1 no CPT,KAT2A inh,TDP1 inh
N#Cc1cccc(CN2CCC(=O)N([C@H](CO)Cc3ccccc3)CC2)c1,-7%&-21%,-30%,nt
COC(=O)c1ccc(NC(=O)COc2cccc(-n3cnnn3)c2)cc1,20%,?,-2%
Cc1ccc2nc(N/N=C/c3ccco3)cc(C)c2c1,10µM*,-16%,10%
CCc1ccc(-n2c(N3CCN(c4cccc(Cl)c4)CC3)nc3ccccc3c2=O)cc1,8.2µM*,-7%,2%
O=C(NCCCCCNC(=O)c1cccnc1)c1cccnc1,-6%,0%,4%
Cc1cc(OCC(=O)N2CCC(C(=O)O)CC2)c2c(C)cc(=O)oc2c1,-7%,-8%,nt
Cn1nnc2cc(NC(=O)NCc3ccc4c(c3)OCO4)ccc21,-29%,0%,8%
Cn1c(=O)c2c(ncn2CCN(CCO)Cc2ccccc2)n(C)c1=O,-4%,-4%,10%
CS(=O)(=O)N1CCN(c2ccccc2NC(=O)Nc2cccc(Cl)c2)CC1,?,-17%,nt
CN(C)Cc1ccccc1-c1ccc2ncnc(N(C)Cc3ccco3)c2c1,?,-5%,-2%[56.1 µM]

# Additional structures.
smiles,DT40 TDP1 no CPT,KAT2A inh,TDP1 inh
CCc1ccccc1NC(=O)N1CCc2ccccc21,?,-11%,-5%
O=C(O)c1ccc(/C=N/N2CCN(C3c4ccccc4-c4ccccc43)CC2)cc1,4%,0%,4%
COc1ccc(C2CC(c3cccs3)=NN2C(=O)CSc2nc(=O)n3ccc(C)cc3n2)cc1 (stereo unspecified),5.8µM*,-16%,1%
OC1(c2cccc(C(F)(F)F)c2)CCNCC1,2%,-4%,5%
O=C1[C@@H]2Cc3c([nH]c4ccccc34)C(c3ccccc3)N2C(=O)CN1CCO (stereo partly specified),18%,-10%,nt
COc1cc(/C=N/NC(=O)c2cccc(NC(=O)c3ccccc3)c2)ccc1O,?,-5%,-10%
CC1(C)CC(=O)C(N=Nc2cccc(S(=O)(=O)N3CCOCC3)c2)=C(O)C1,5%,-8%,7%
Cc1ccc(NS(=O)(=O)c2ccc(C(=O)N3CCCCCC3)cc2)cc1,?,-1%,1%
O=C(O)CN1C(=O)c2cccc3c(Br)ccc1c23,20%,-6%,nt
CN(C(=O)CSc1n[nH]c(-c2cccs2)n1)C1CCS(=O)(=O)C1 (stereo unspecified),-2%,-2%,0%[0.505 µM]
COc1ccccc1CCN1COc2c(cc3c(C)c(C)c(=O)oc3c2C)C1,?,-27%,9%
